D3 ag: activates the human D3 dopamine receptor; P35462; D3R DiscoveRx beta-arrestin cells, luminescence, 90 min; max activation, %; hit rate 0.58% among 410,000; in the data active = max activation above about 30%; also: 0% is about no effect; mostly tested at two doses, the higher about 12 µM
Target sequence (P35462 whole entry, looked up): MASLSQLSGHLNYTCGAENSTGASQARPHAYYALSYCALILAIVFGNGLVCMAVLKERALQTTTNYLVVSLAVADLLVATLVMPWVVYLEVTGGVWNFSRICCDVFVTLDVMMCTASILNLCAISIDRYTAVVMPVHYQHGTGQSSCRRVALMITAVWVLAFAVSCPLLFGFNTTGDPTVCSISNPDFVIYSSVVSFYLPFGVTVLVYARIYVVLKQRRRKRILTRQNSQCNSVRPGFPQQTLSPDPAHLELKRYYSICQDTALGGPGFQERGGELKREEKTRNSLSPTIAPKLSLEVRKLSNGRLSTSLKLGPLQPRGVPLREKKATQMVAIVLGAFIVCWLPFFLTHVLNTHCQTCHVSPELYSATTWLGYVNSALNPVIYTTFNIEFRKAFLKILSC
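Agonist mode: compounds and dopamine controls were applied to plated cells for 90 min at 37 degrees C after an overnight attachment at 1500 cells/well. Luminescent read-out followed 30 - 60 minutes at room temperature with DiscoveRx detection reagent.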
MCF10A rerep: inducers of DNA re-replication in MCF 10A breast cells | Potency, µM (top dose mostly 46.1 µM), inactives show at the highest dose activity, positive = re-replication, hits mostly activators | MCF 10A DNA re-replication, Hoechst nuclear intensity, 48 h | hit rate 2.9% among 350,000; also: potency is read from the fitted curve at half-maximal effect; % of control where 0% means no effect; nearly all actives have a fitted effect of over 50% in size
IL1B secr inh: blocks inflammasome-driven IL-1 beta release; THP-1 LPS/ATP IL-1B secretion, AlphaLISA, 16 h; stronger effect = lower value; activity change, % at 57.5 µM; hit rate 4.7% among 360,000; AID 743279; in the data active = activity change below about -50%; inconclusive = mostly about -30% to -49%; also: % is scaled to controls: 0 for no effect and ±100 for the full control effect
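Secreted IL-1B measured by AlphaLISA bead assay after 16 h compound exposure of THP-1 cells; compounds (final up to 57.5 uM) added 1 h before LPS (250 ng/mL) and ATP (1.25 mM) stimulation; lower signal means less secretion.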
KB-V1 cytotox: kills drug-selected multidrug resistant KB-V1 cells; KB-V1 MDR cells viability, CellTiter-Glo, 72 h; Potency, µM (doses to about 46.1 µM), inactives show top-dose activity change, negative = cytotoxicity, hits mostly cytotoxic; hit rate 3.4% among 400,000; AID 1347076; also: potency is read from the fitted curve at half-maximal effect; % is scaled to controls: 0 for no effect and ±100 for the full control effect; nearly all actives have a fitted effect of over 60% in size
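Following 72 h at 37 degrees C with compound, KB-V1 cell viability was read by CellTiter-Glo luminescence, medium being phenol-red-free DMEM plus 10% FBS; concentration-response parameters came from normalized, curve-fitted qHTS data.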
SW480 rerep: induces DNA re-replication in SW480 colon adenocarcinoma cells; Potency, µM (series often up to 46.1 µM), for the others: at the highest dose re-replication activation, usual class: activators; hit rate 1.8% among 340,000; SW480 DNA re-replication, Hoechst DNA content imaging, 48 h; also: potency is read from the fitted curve at half-maximal effect; % of control where 0% means no effect; nearly all actives have a fitted effect of over 55% in size
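Treated cells incubate 48 hr (37 C, 5% CO2), are stained 40 min with Hoechst, and nuclear fluorescence is enumerated; a rise in nuclei with high DNA signal marks re-replication.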
KB-3-1 cytotox: kills parental KB-3-1 adenocarcinoma cells; KB-3-1 viability, CellTiter-Glo ATP luminescence, 72 h; Potency, µM (series often up to 46.1 µM), for inactives: at the highest dose activity change, negative = cytotoxic, hits mostly cytotoxic; hit rate 1.4% among 400,000; AID 1347075; also: potency is read from the fitted curve at half-maximal effect; % is scaled to controls: 0 for no effect and ±100 for the full control effect; nearly all actives have a fitted effect of over 60% in size
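Cytotoxicity in the drug-sensitive parental line KB-3-1 was scored as loss of CellTiter-Glo luminescence following 72 h incubation with compound. Values come from curve fitting of normalized concentration-response data.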
HEK293 tox: cytotoxicity counter-screen for GLP-1 receptor inverse agonists. hit rate 0.13% among 410,000. Potency, µM (titrated, usually from 38.3 µM), for inactives: top-dose activity change, negative = inhibition, actives largely listed as inhibitors. HEK293 cAMP-luciferase reporter cells, luminescence, 24 h;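 also: loss of luciferase light is scored as toxicity; potency is read from the fitted curve at half-maximal effect; % is scaled to controls: 0 for no effect and ±100 for the full control effect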
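Seeding density was 200 cells/uL; after overnight-length (12 h) culture, 23 nL compounds went on for 24 h at 37 °C. Readout used a luciferase detection reagent, luminescence taken after 12 min at room temperature.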
HT1080NT lethal: kills 2HG-producing HT-1080-NT fibrosarcoma cells. HT-1080-NT fibrosarcoma viability, CellTiter-Glo ATP luminescence, 48 h. Potency, µM (highest dose often 46.1 µM), without a hit: at the highest dose activity, negative = less viability, most hits filed as cytotoxic. hit rate 1.6% among 360,000. AID 686970;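 also: NT is the 2HG producing partner of a matched IDH1 knockdown line; potency is read from the fitted curve at half-maximal effect; 0% = DMSO-treated cells and -100% = media-only wells without cells; nearly all actives have a fitted effect of over 55% in size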
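Viability of the 2HG-overproducing fibrosarcoma line after 48 hours of compound exposure at 37 degrees C was determined by luminescence with CellTiter-Glo, and concentration-effect curves were then fitted and categorized.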
HT1080 IDH1KD tx: toxicity to HT-1080 IDH1 knockdown cells (counter line) | HT-1080 IDH1 knockdown viability, ATP luminescence, 48 h | Potency, µM (series often up to 46.1 µM), inactives show top-dose activity, negative = toxicity, actives largely listed as cytotoxic | hit rate 2% among 360,000 | AID 686971;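 also: potency is read from the fitted curve at half-maximal effect; 0% = DMSO wells and -100% = cell-free medium wells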
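% activity derives from luminescence (CellTiter-Glo), normalised to DMSO and no-cell wells. HT-1080-IDH1KD cells, 750/well, had 48 h compound exposure at 37 °C.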
An asterisk follows results filed as active; ? = inconclusive; nt = not tested or not shown; & = joins results of further samples; ! = repeats disagree; [ ] = another dose, or the depositor's remark. Unless noted, calls follow the shape of the dose curve; as a rule, active = well fitted curve in the direction sought with a large enough effect; inconclusive = small, poorly fitted or top-dose-only effect, or another doubt; inactive = no such curve, though single readings can be large; an effect the other way counts as inactive or inconclusive.

smiles	D3 ag	MCF10A rerep	IL1B secr inh	KB-V1 cytotox	SW480 rerep	KB-3-1 cytotox	HEK293 tox	HT1080NT lethal	HT1080 IDH1KD tx
CC(=O)Nc1ccc(S(=O)(=O)Nc2ncccn2)cc1	8	-8%	2	6%	-5%	-28%	-4%	9%	11%
CC(C)CN(CCCNC(=O)c1cc(-c2cccs2)nc2ccccc12)CC(C)C	-20	nt	nt	-5%	nt	-3%	-9%	nt	nt
O=C(c1ccco1)c1cc2c(ccc3ccccc32)oc1=O	-10	?	21	-22%	-1%	23%	4%	17%	18%
Cc1ccc(S(=O)(=O)N[C@H](C(=O)N2CCC3(O)CCCCC3C2)c2ccccc2)cc1 (stereo partly drawn)	11	-4%	-7	0%	0%	-2%	1%	3%	9%
COc1ccccc1-c1nnc(SCCOc2ccccc2C)o1	-5	nt	nt	15%	nt	16%	11%	nt	nt
CC(C)NC(=O)C1CC(=O)N(c2ccc(F)c(Cl)c2)C1 (stereo not drawn)	0	-3%	2	-11%	-8%	6%	-11%	21%	20%
CCN(CC(=O)NC1CCS(=O)(=O)C1)S(=O)(=O)c1ccc(C)cc1C (stereo not drawn)	5	-6%	0	-11%	nt	0%	-18%	4%	7%
COc1ccc(C(=O)n2nc(C)cc2C)cc1Br	-12	3%	-3	-1%	1%	3%	12%	5%	11%
CCN(CC)Cc1c(O)c(Cl)cc2c(C)cc(=O)oc12	5	?	12	8%	1%	-4%	180%[activator]	2%	2%
Cc1ccc(S(=O)(=O)N(CCC#N)CCN2CCCC2)cc1	-10	-1%	4	10%	11%	8%	-4%	5%	7%
COc1ccc(N(C(=O)c2ccco2)C(C(=O)NC2CCCC2)c2ccc(OC)c(OC)c2)cc1 (stereo not drawn)	-1	20%	5	16%	-6%	25%	-8%	0%	-6%
Cc1cc(=O)oc(C)c1C(=O)N[C@@H]1CCCCNC1=O	-10	1%	5	13%	-1%	-4%	-4%	6%	20%
Cc1ccc(S(=O)(=O)CCSc2cccc(C(=O)O)c2)cc1	6	-1%	-20	0%	-41%[inhibitor]	24%	-4%	-1%	-2%
CCOC(=O)N1CCC(NC(=O)C2CCN(S(=O)(=O)c3cnc[nH]3)CC2)CC1	-2	-2%	-3	18%	1%	0%	76%[activator]	0%	-2%
COc1ccc(-n2nc(C(=O)NCC(=O)N3CCOCC3)c3ccccc3c2=O)cc1OC	4	-12%	-6	-23%	-10%	3%	2%	12%	6%
CCCn1nc(Oc2nc(N(C)C)nc(N(C)C)n2)ccc1=O	0	-4%	54	29%	5%	-4%	7%	8%	-7%
CCOC(=O)C=Cc1ccc(C(=O)OCC)[nH]1	1	nt	12	?	nt	7.3µM*	20%	?	?
COc1ccc(C(C(=O)NC2CCCC2)N(C(=O)Cc2cccs2)C2CC2)cc1OC (stereo not drawn)	-6	-4%	-7	-18%	4%	2%	3%	2%	8%
COC(=O)c1ccc(N=NNc2ccccc2)cc1	1	0%	-5	?	-7%	7%	4%	8%	0%
C=CCOc1ccc2c(OC)c3ccoc3nc2c1OC	-8	13%	-13	0%	-11%	10%	-2%	-2%	-1%
O=C(CC1OC(=O)c2ccccc21)NC1CCCCC1 (stereo not drawn)	2	-4%	9	5%	1%	-1%	-3%	14%	11%
Cc1oc2ncn(C)c(=O)c2c1C(=O)N1CCN(c2ccccc2)CC1	5	nt	nt	?	nt	27%	-10%	nt	nt
COc1cccc(CC(O)CC2c3c(cc4c(c3OC)OCO4)CCN2C)c1 (stereo not drawn)	0	2%	0	-3%	?	0%	?	-28%	-19%
Cc1nn(-c2ccccc2)c(Cl)c1/C=N/Nc1ccc(S(=O)(=O)Nc2ccccc2C(=O)O)cc1[N+](=O)[O-]	-22	-6%	4	-6%	1%	0%	?	-7%	-3%
O=C(Cn1nnc(N2CCCC2)n1)N/N=C/c1ccc(Cl)cc1	4	3%	6	5%	-6%	0%	-10%	-13%	-9%
NC(=O)c1cc(N)ccc1N1CCCC1	1	-6%	-19	0%	?	-6%	-22%	2%	-1%
Cc1ccc(C(=O)CN2C(=O)C(C)Oc3ccccc32)cc1 (stereo not drawn)	-1	?	0	2%	-36%[inhibitor]	6%	-3%	7%	0%
Cc1c(C(=O)Nc2nc3ccccc3[nH]2)cccc1[N+](=O)[O-]	-1	-6%	-15	-25%	nt	4%	-5%	3%	1%
CCOC(=O)c1cnc2ccc(C)cn2c1=O	-12	-1%	-9	-7%	-27%	0%	4%	6%	0%
O=C(COC(=O)c1cc2ccccc2o1)c1ccccc1	-14	0%	14	0%	4%	15%	25%	1%	0%
COc1cccc(-c2cc(C(=O)Nc3ccn(Cc4ccc(C)cc4)n3)no2)c1	35*!	15%	-7	-22%&-38%	-6%	?	-2%&3%	9%	10%
COc1ccc(S(=O)(=O)NC(C)C)cc1C(=O)N1CCOCC1	-8	1%	-6	-3%	3%	3%	19%	8%	5%
CCn1nc(C)c(CN2CCC(n3nccc3NC(=O)CCCc3ccccc3)CC2)c1C	-32	3%	0	14%	5%	-18%	-1%	-4%	-3%
CCCCn1c(N)c(N(CC(C)C)C(=O)c2cccc(S(=O)(=O)N3CCN(C(C)=O)CC3)c2)c(=O)[nH]c1=O	2	-2%	-1	3%	-8%	-2%	9%	-3%	1%
Cc1cccc(C(=O)NNC2=CC(=O)CC(C)(C)C2)c1O	-2	1%	27	-8%	-5%	0%	2%	-18%	-23%
C=CCc1ccccc1OCC(O)Cn1ccnc1C (stereo not drawn)	-2	3%	7	0%	17%	-10%	-14%	4%	4%
CCOC(=O)c1cnc(SCc2ccc(C(C)(C)C)cc2)nc1N	-3	15%	-1	?	13%	23µM*	8%	-10%	-11%
COc1ccc(Nc2ccc(Cl)cc2)c(C(=O)O)c1	-6	16%	2	-2%	-2%	-10%	-2%	-9%	0%
O=C(O)C(Cc1c[nH]c2ccccc12)N1C(=O)C2C3c4ccccc4C(c4ccccc43)[C@@H]2C1=O (stereo partly drawn)	11	0%	9	5%	5%	-1%	2%	10%	0%
CC(C)c1ccc(CC(=O)N2CCC2(C)C(=O)NS(=O)(=O)c2cccc(C#N)c2)cc1 (stereo not drawn)	4	nt	17	-8%	nt	-4%	-16%	7%	2%
COc1ccc(OC)c(/C=C/c2c([N+](=O)[O-])c(=O)n(C)c(=O)n2C)c1	5	-7%	-6	-5%	17%	21µM*	-2%	-26%	-19%
O=C1C[C@@H]2c3c(cccc3CN1Cc1ccc(F)cc1)C[C@@H](O)[C@H]2O	4	8%	5	?	-4%	2%&0%	?	7%	-1%
CN(c1ccccc1)c1nc(N2CCCC2)nc(-n2ccnc2)n1	0	?	-15	-14%	-9%	-9%	-27%	-14%	-29%
O=C(NCc1ccco1)Nc1ccc2snnc2c1	1	-2%	-5	0%	0%	4%	7%	3%	-3%
CS(=O)(=O)N(CC(=O)Nc1ccccc1Br)Cc1ccccc1	1	?	8	?	-5%	2%	-11%	4%	-4%
Nc1ccc(C(=O)O)cc1S(=O)(=O)O	-1	-6%	12	20%	-55%[inhibitor]	9%	7%	8%	13%
CCC(=O)OC1(C(=O)CCl)[C@@H](C)C[C@H]2[C@@H]3CCC4=CC(=O)C=C[C@]4(C)[C@@]3(F)[C@@H](O)C[C@@]21C (stereo partly drawn)	-7	-3%	-5	?	-25%	0%	-3%	24%	3%
Cc1ccnc(NC(=O)c2cccc3ccccc23)c1	-2	23%	-11	19%	-2%	2%	-2%	-2%	0%
CN1OC[C@@H]2CN(C(=O)C(C)(C)C)[C@H](c3cccc(Oc4ccccc4)c3)C[C@@H]21	4	nt	7	22%	nt	29%	-1%	5%	10%
Cc1ccc(-c2cc(-c3ccccc3)nc(Cl)n2)cc1	-8	-6%	44	5%	?	0%	20%	0%	7%

Remaining list, next part:
smiles	D3 ag	MCF10A rerep	IL1B secr inh	KB-V1 cytotox	SW480 rerep	KB-3-1 cytotox	HEK293 tox	HT1080NT lethal	HT1080 IDH1KD tx
CC(C)(C)c1ccc(C(=O)Nc2ccc3c(c2)C(=O)NC3=O)cc1	-2	0%	-3	?	-1%	5%	1%	29%	13%
COc1ccc2[nH]c3c(=O)n(CCCCC(=O)NCCC(C)C)c(=S)[nH]c3c2c1	-2	1%	-5	4%	-95%[inhibitor]	12%	-20%	5%	3%
Cc1nc(Nc2ccc(Cl)cc2Cl)sc1C(=O)Nc1ccccc1	5	-6%	-94*	?	3%	0%	-13%	18%	26%
Cc1onc(-c2c(F)cccc2Cl)c1C(=O)Nc1sc2c(c1C(N)=O)CCC2	20	5µM*	?	?	?	?	3%	11µM*	14µM*
O=C(CCC(=O)Nc1ccccc1)NCCO	4	-19%	7	11%	-19%	-3%	-5%	19%	17%
O=C(OCC(=O)c1ccco1)c1ccc2ncsc2c1	-1	0%	24	0%	-2%	7%	-9%	26%	17%
CCOc1ccc(Oc2ccc(NS(=O)(=O)c3cc(C(=O)O)ccc3Cl)cc2)cc1	-16	-2%	45	-4%	-2%	11%	1%	-14%	-14%
c1ccc2c(c1)nc1n2CCN1CCNC1CCCCC1	-1	0%	6	15%	-2%	-1%	-17%	-2%	-1%
CS(=O)(=O)Nc1ccc(C2=NN(S(C)(=O)=O)C(c3ccccc3)C2)cc1 (stereo not drawn)	-4	1%	-3	-10%	-7%	-2%	2%[1.53 µM]	-2%	0%
COC(=O)c1ccc2c(c1)C(=O)/C(=C/c1ccc(O)cc1)O2	2	?	13	-11%	?	-1%	-5%	-4%	6%

Compound activity as filed in PubChem.
